# Source: PubChem BioAssay
# AmpC inh det: inhibitors of E. coli AmpC beta-lactamase with detergent; AID 584; hit rate 0.09% among 71,000; purified AmpC, nitrocefin hydrolysis with detergent; Potency, µM (top dose mostly 28.7 µM), for the others: at the highest dose activity change, negative = inhibition; active = well fitted curve in the direction sought with a large enough effect
# Target sequence (P00811 whole entry, looked up): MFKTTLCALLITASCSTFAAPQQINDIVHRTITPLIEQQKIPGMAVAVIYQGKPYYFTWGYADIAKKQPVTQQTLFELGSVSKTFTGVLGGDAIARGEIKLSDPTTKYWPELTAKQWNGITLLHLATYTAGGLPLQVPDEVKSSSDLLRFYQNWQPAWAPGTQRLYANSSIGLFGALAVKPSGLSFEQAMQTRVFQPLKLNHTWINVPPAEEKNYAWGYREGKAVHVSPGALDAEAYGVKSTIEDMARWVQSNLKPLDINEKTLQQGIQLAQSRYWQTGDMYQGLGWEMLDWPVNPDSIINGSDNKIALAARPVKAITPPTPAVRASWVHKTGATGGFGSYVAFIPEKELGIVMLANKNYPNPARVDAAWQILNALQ
#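 E. coli AmpC (5.3 nM) in 20 mM phosphate pH 7.0 with 0.01% Triton X-100, preincubated 15 min RT with compound; nitrocefin (2 uL of 800 uM stock) hydrolysis followed by 480 nm absorbance every 20 s over 4 min.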
# * hit, by the source's call; [ ] = dose if it differs, or a comment. % is scaled to controls: 0 for no effect and ±100 for the full control effect; potency is read from the fitted curve at half-maximal effect. Only part of the results is shown; the hit share may differ from the screen's.
SMILES,AmpC inh det
COc1ccc(NC(=O)C2CCCN(S(=O)(=O)c3c(C)n[nH]c3C)C2)cc1 (stereo unspecified),-5%
Cc1cccc(NC(=O)c2ccccc2Br)n1,12%
O=S(=O)(Cc1ccccc1Cl)Nc1ccccn1,-1%
OCCN(Cc1ccccc1)CC1CC2C=CC1C2 (stereo unspecified),-4%
Cc1ccc2nc3c(cc2c1)CN(Cc1ccco1)C(=NCC1CCCO1)S3 (stereo unspecified),-3%
COc1ccc(CNCCNC(=O)c2nonc2N)cc1OC,0%
CCCCN1C(=O)NC(=O)C2(Cc3ccccc3N3CCOCC32)C1=O (stereo unspecified),-4%
O=C(NCCC1=CCCCC1)NC1CCCCC1,-1%
O=C(CCc1ccccc1)Nc1ccc(NC(=O)c2ccco2)nc1,8%
CC(=O)NCCNc1ncnc2ccc(-c3ccccc3C#N)cc12,-12%
Cc1cc(-c2ccccc2C(=O)O)on1,-2%
CCC1Oc2ccc(C)cc2N(Cc2cccc(C)c2)C1=O (stereo unspecified),-10%
Cc1nn(-c2ccccc2)c2c1C(c1c(C)[nH]c(C#N)c1C)C(C#N)=C(N)O2 (stereo unspecified),-5%
COCCN1Cc2cccc(C(=O)Nc3cccnc3)c2C1=O,8%
CC1CCCCC1NC(=O)Cn1nnc(-c2ccc(Cl)cc2)n1 (stereo unspecified),-2%
Cc1ccc(-c2nnc3ccc(SCC(=O)N4CCCCC4)nn23)cc1,-2%
O=C(CC1COc2ccccc2O1)NC1CCCCC1 (stereo unspecified),-2%
CCOC(=O)c1ccc(Nc2cc(C)nc3nc(C)nn23)cc1,6%
CC(C)C(=O)Nc1ccc(NC(=O)c2cc3ccccc3o2)cc1,-5%
CC(=O)Nc1ccc(S(=O)(=O)N2CCSC2c2ccccc2)cc1 (stereo unspecified),1%
Cc1ccc(NC(=O)Nc2ccc3c(c2)N(C)C(=O)CS3)nc1,-1%
C=CCn1c(CSc2nc3ccccc3s2)nnc1SCC(=O)NCc1ccco1,7%
Cc1ccc(-n2ncc3c(=O)[nH]c(SCC(=O)N4CCN(c5ccccc5)CC4)nc32)cc1,5%
CCCn1c(C)nc2c(Nc3ccccc3)nc(C)nc21,16%
CN(C(=O)COc1ccccc1)c1nnc(-c2ccncc2)s1,2%
COc1ccc(CCC(=O)Nc2ccc3c(c2)OCCO3)cc1,-4%
CCn1c(Cn2nnc(-c3ccccc3)n2)nnc1SCC(=O)N1CCOCC1,-3%
N#CCC(=O)N1CCCCCC1,-4%
COc1ccc(C2OC(=O)CC2C(=O)N2CCN(c3cc(Cl)ccc3C)CC2)cc1OC (stereo unspecified),9%
O=C(c1cc(C(F)(F)F)cc(C(F)(F)F)c1)N1CCC2(CCN(Cc3ccncc3)CC2)CC1,-1%
Cc1ccc2cc3c(NC(=O)C(C)C)nn(C)c3nc2c1,-3%
O=S1(=O)NC2CCCCCN2c2ccc(F)cc21 (stereo unspecified),-3%
CC(C)(C)CC(=O)N1CCC(c2nc3c(nnn3Cc3c(F)cccc3Cl)c(=O)[nH]2)CC1,-3%
Cn1c(=O)c2c(nc(OC/C=C/c3ccccc3)n2C)n(C)c1=O,-6%
O=C(Cn1ccc2ccccc2c1=O)NCCC(=O)Nc1cccnc1,-1%
O=C(CSc1ccc2nnc(-c3ccc(F)cc3)n2n1)NCc1ccco1,-3%
CCN1C(=Nc2ccc(Cl)cc2)SC/C1=C\C(=O)OC,-1%
CC1CCCN(c2ccc(C(=O)NCC3CCCO3)cn2)C1 (stereo unspecified),2%
CC(NS(=O)(=O)c1ccc(F)cc1)C(c1cccs1)N1CCN(C)CC1 (stereo unspecified),2%
COc1ccccc1Cn1c(=S)[nH]c2cc(C(=O)NCCN3CCOCC3)ccc2c1=O,9%
CCNC(=O)C1CCCN1S(=O)(=O)c1ccc(OC)cc1 (stereo unspecified),-3%
O=c1[nH]c(CN2CCN(CCO)CC2)nc2ccccc12,-7%
Nc1ccc2[nH]cc(CCC(=O)O)c2c1,-1%[5.75 µM]
COc1cc(OC)cc(C(=O)NCCNC(=O)c2ccccc2)c1,-4%
CC(=O)Cc1nsc(NC(=O)c2cc(-c3cccc(C(F)(F)F)c3)oc2C)n1,-3%

# Entries shown so far with a halogen, in the order listed:
SMILES,AmpC inh det
Cc1cccc(NC(=O)c2ccccc2Br)n1,12%
O=S(=O)(Cc1ccccc1Cl)Nc1ccccn1,-1%
CC1CCCCC1NC(=O)Cn1nnc(-c2ccc(Cl)cc2)n1 (stereo unspecified),-2%
COc1ccc(C2OC(=O)CC2C(=O)N2CCN(c3cc(Cl)ccc3C)CC2)cc1OC (stereo unspecified),9%
O=C(c1cc(C(F)(F)F)cc(C(F)(F)F)c1)N1CCC2(CCN(Cc3ccncc3)CC2)CC1,-1%
O=S1(=O)NC2CCCCCN2c2ccc(F)cc21 (stereo unspecified),-3%
CC(C)(C)CC(=O)N1CCC(c2nc3c(nnn3Cc3c(F)cccc3Cl)c(=O)[nH]2)CC1,-3%
O=C(CSc1ccc2nnc(-c3ccc(F)cc3)n2n1)NCc1ccco1,-3%
CCN1C(=Nc2ccc(Cl)cc2)SC/C1=C\C(=O)OC,-1%
CC(NS(=O)(=O)c1ccc(F)cc1)C(c1cccs1)N1CCN(C)CC1 (stereo unspecified),2%
CC(=O)Cc1nsc(NC(=O)c2cc(-c3cccc(C(F)(F)F)c3)oc2C)n1,-3%

# Next compounds:
SMILES,AmpC inh det
COCCNS(=O)(=O)c1cc(-c2nn(C)c(=O)c3ccccc23)ccc1C,11%
Cc1nc(NC2CCCCC2)c2nc(-c3ccccc3)n(CCCN3CCOCC3)c2n1,4%
N#Cc1c(N)oc(-c2ccc3c(c2)OCO3)c1-c1ccc2c(c1)OCO2,-2%
CCOC(=O)c1oc2nc(C(C)C)c3c(c2c1N)CC(C)(C)OC3,18%
CSc1nc2cc(F)c(F)cc2n1C,-2%
COc1ccccc1NC(=O)NC(N)=O,-4%
CCc1c(C)sc(NC(=O)c2cc(C)no2)c1C#N,7%
O=C(Nc1ccc2c(c1)OCO2)C1(S(=O)(=O)c2ccc(Cl)cc2)CC1,2%
O=C(c1ccc(Cn2c(=O)[nH]c3ccccc3c2=O)cc1)N1CCN(c2ccccc2)CC1,8%
CNC(=O)[C@H]1O[C@H](n2cnc3c(NCc4cccc(I)c4)ncnc32)[C@@H](O)[C@@H]1O,2%
CCCc1nnc(NC(=O)c2ccncc2)s1,-1%
c1ccc(C2NCCn3cccc32)cc1 (stereo unspecified),5%
COc1cccc(Cn2c(=O)cnc3cnc(OCc4ccccc4)nc32)c1,-1%
C[N+](C)(C)C/C=C1/COCO1,0%
COc1ccc2c(=O)c3c(=O)n(Cc4ccco4)c(-c4cc(OC)c(OC)c(OC)c4)nc3oc2c1,-3%
O=C(O)c1cccc(S(=O)(=O)Nc2ccc3oc(=O)sc3c2)c1,-3%
Oc1ccc(Cl)cc1CNc1ccc(Br)cn1,-6%
COC(=O)Cc1cc(=O)[nH]c(Nc2nc3ccccc3o2)n1,-1%
COc1ccc(C(=O)Nc2ccccc2C(=O)NCCCn2ccnc2)cc1,0%
Cc1cc(NC(=O)CSc2nnc3c(C)cc4c(C)ccc(C)c4n23)no1,-6%
COc1ccc(NC(=O)c2ccc(Cl)c(S(=O)(=O)N3CCc4ccccc4C3)c2)cn1,7%
CCc1ccc(OCC(=O)NCc2ccco2)c(Br)c1,1%
COCCNC(=O)CN1CCN(Cc2cccc(Cl)c2)C1=O,11%
O=S1(=O)CCN(Cc2ccccn2)CC1,-2%[5.75 µM]
CC1(C)CC(=O)N(CC(=O)NCc2ccc(F)cc2)c2ccccc2S1(=O)=O,9%
CC(=O)NCCc1ccc(O)c(O)c1,0%
Cc1nc2c(c(=O)n1CCC1=CCCCC1)c1nc3ccccc3nc1n2/N=C/c1ccco1,-3%
C=CCn1c(SC(C)C(=O)NC2(C#N)CCCCC2)nnc1-c1ccc(OC)cc1 (stereo unspecified),-1%
CCc1nc(N)c(C#N)c(-c2ccc(O)c(OC)c2)c1C,10%
N#CC(Cl)Cl,11%

# Arranged by molar mass (smallest number first): some entries from above
SMILES,AmpC inh det
Cc1cc(-c2ccccc2C(=O)O)on1,-2%
O=C(NCCC1=CCCCC1)NC1CCCCC1,-1%
CCC1Oc2ccc(C)cc2N(Cc2cccc(C)c2)C1=O (stereo unspecified),-10%
Cc1ccc(-c2nnc3ccc(SCC(=O)N4CCCCC4)nn23)cc1,-2%

# Going on with the list.
SMILES,AmpC inh det
O=C(NS(=O)(=O)c1ccc(NC(=O)C2CCCO2)cc1)c1ccccc1 (stereo unspecified),1%
CCOc1ccc(C(C)=O)cc1N1C(=O)C2C3C=CC(O3)C2C1=O (stereo unspecified),3%
COCCn1c(=O)c(-c2cc(F)cc(F)c2)nc2cncnc21,1%
CC(=O)c1c(C)[nH]c(C(=O)CSc2nnc(C3CCCCC3)n2N)c1C,-1%
COC1=C(OC)c2ccccc2C(C(=O)O)N/C1=C(/C)Nc1ccncc1 (stereo unspecified),-4%
O=C(O)c1ccc(NC(=O)C2CC=CCC2C(=O)O)cc1 (stereo unspecified),-1%
C=C(C)Cn1c(N2CCCC2)nc2c1c(=O)[nH]c(=O)n2C,9%
CC(=O)Nc1cc(C(=O)N2CCCC2)ccc1S(=O)(=O)c1ccc(C)cc1,-3%
Cc1cccn2c(=O)c3cc(C#N)c(=NC(=O)c4ccncc4)n(CCCOC(C)C)c3nc12,-1%
CN(C)c1ccccc1,9%
C[C@@H](C(=O)Nc1ccc2ccccc2c1)[C@@H]1C[C@@]1(C)[C@@H](NS(=O)(=O)c1ccc(-c2ccccc2)cc1)c1ccccc1,-4%
Cc1ccc2nc(NCCO)nc(-c3ccccc3)c2c1,-1%
O=C(OCN1C(=O)c2ccccc2C1=O)c1ccc2c(=O)n3c(nc2c1)CCC3,-3%
Cc1cccc(OCC(=O)N(Cc2cccs2)C2CCS(=O)(=O)C2)c1 (stereo unspecified),0%
COc1ccc(C(=O)CSc2nnc(-c3ccoc3C)n2CC2CCCO2)cc1 (stereo unspecified),29%
COC(=O)c1ccc(N2C(=O)CC(N3CCC(n4c(=O)[nH]c5ccccc54)CC3)C2=O)cc1 (stereo unspecified),-4%
CC1CCCCC1NC(=O)c1ccc(S(=O)(=O)NCc2ccco2)cc1 (stereo unspecified),13%
COC(=O)Nc1ncc(CN2C(=O)c3ccccc3C2=O)s1,-3%
O=C(O)c1cc(NS(=O)(=O)c2cccc3ccccc23)ccc1O,-2%
CCc1nn(CC(=O)NCCCN2CCCC2=O)c(=O)c2cc3sccc3n12,12%
CC(=O)c1cccc(NC(=O)N2CCCC2C(=O)Nc2cccc(C)c2C)c1 (stereo unspecified),5%
Cc1nc2ccccc2c(=O)n1-c1cccc(O)c1,-3%
COCCCN1C(=O)C(O)=C(C(=O)c2ccco2)C1c1cccc(Br)c1 (stereo unspecified),-5%
CC1(C)CC2(CCO1)N1CC3(C)CN2CC(C)(C1)C3O (stereo unspecified),-6%
O=C1c2ccccc2C(=O)N1Cc1nn2c(-c3ccc(Cl)cc3)nnc2s1,-3%
CCCc1cc2c(c(NC(C)=O)n1)c(=O)oc1ccccc12,3%
Cc1cc2c(c(=O)o1)C(C13C=CC(CC1)C3)C(C#N)=C(N)O2 (stereo unspecified),30%
CS(=O)(=O)NC1c2cccc3cccc(c23)C1N1CCOCC1 (stereo unspecified),0%
COC(=O)[C@@]1(Cc2ccc(F)cc2)[C@H]2c3cc(C(=O)N4CCCC4)n(CCF)c3C[C@H]2CN1C(=O)c1ccccc1,-2%
CCCN(c1ccc(C(C)C)cc1)S(=O)(=O)c1c(C)[nH]c(=O)[nH]c1=O,-2%
CCOC(=O)C(Cc1ccccc1)C(=O)Nc1nccs1 (stereo unspecified),7%
CNC(=O)C1CC(=O)N(c2ccc(F)c(Cl)c2)C1 (stereo unspecified),0%
O=C(Nn1cc(C(=O)N2CCN(c3ccccc3F)CC2)c2ccccc2c1=O)c1cnccn1,5%
CC(=O)O[C@H]1C[C@H]2CC[C@@H]3[C@@H](CC[C@]4(C)[C@H](OC(C)=O)[C@H]([N+]5(C)CCCCC5)C[C@@H]34)[C@]2(C)C[C@H]1[N+]1(C)CCCCC1,1%[12.8 µM]
CC(=O)N1CCc2cc(C(=O)CN3CCCCC3)ccc21,10%
CCC(=O)N1CCc2cc(S(=O)(=O)N3CCN(C(=O)c4ccco4)CC3)ccc21,-3%
CC(Oc1ccc(Cl)cc1Cl)C(=O)NCCCN1CCOCC1 (stereo unspecified),12%
O=C(COC(=O)C1(c2ccccc2F)CCCC1)NC1CCS(=O)(=O)C1 (stereo unspecified),7%
CCCOC(=O)c1ccc(Oc2cn[nH]c2-c2ccc(OC)cc2O)cc1,9%
CC(NC(=O)Nc1ccccn1)N1C(=O)C2C3C=CC(C3)C2C1=O (stereo unspecified),-3%
CCCCCSc1nnc2c(n1)OC(C)N(C(C)=O)c1ccccc1-2 (stereo unspecified),12%
Cc1nc(C)n(CC(O)COc2ccc3ccccc3c2)n1 (stereo unspecified),0%
CCOc1ccc(-c2nnn(CC(=O)Nc3cccc(OC)c3)n2)cc1OCC,9%
O=C(Nc1cc(C(F)(F)F)ccc1N1CCCC1)c1cccnc1,-7%
Cc1noc(C)c1-c1nc(N(C)C)c2ccccc2n1,-4%
CC1CCCCN1CC(=O)c1ccc2cc[nH]c2c1 (stereo unspecified),11%
CC(C)CCNC(=O)C(c1ccco1)N(C(=O)Cn1nnc2ccccc21)c1ccc2c(c1)OCO2 (stereo unspecified),-8%
CC(C)c1ccc(-c2nc(N3CCCCC3)[nH]c(=O)c2C#N)cc1,10%
Cc1cnc(NC(=O)c2ccco2)s1,-1%
N#C/C(=C1\CCCN1)c1ccc2ccccc2n1,-4%
CCOc1ccc(S(=O)(=O)n2nnc3ccccc32)cc1C(C)C,-2%
